A549 viability – counter-screen for Nrf2 inhibitors: cytotoxicity in A549 cells; Potency, µM (highest dose often 46 µM), for the others: at the top dose activity change, negative = cytotoxicity, most hits filed as inhibitors; AID 504648; actives 0.16% (n = 390,000); A549 ARE-Fluc cells, CellTiter-Fluor viability, 18-24 h; also: potency is read from the fitted curve at half-maximal effect; % is scaled to controls: 0 for no effect and ±100 for the full control effect
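Cytotoxicity counterscreen: CellTiter-Fluor fluorescence was measured in A549 ARE_Fluc cells after 18-24 h of compound exposure in a concentration series. The subsequent BugLite luminescent read reports ARE-luciferase activity.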
HepG2 viability – HepG2 cytotoxicity, counter-screen for TGF-b inhibitors; HepG2 CAGA-GFP viability, ATP luminescence, 18 h; Potency, µM (doses to about 46.1 µM), for the others: at the top dose activity change, negative = cytotoxicity, usual class: cytotoxic; actives 0.76% (n = 410,000); AID 588856; also: potency is read from the fitted curve at half-maximal effect; some results filed as inactive show a strong effect at the top dose
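CellTiter-Glo luminescence gave cytotoxicity after 18 hours at 37 degrees C. The cells were HepG2 CAGA-GFP in 1% FBS DMEM, stimulated with 500 pg/mL TGF-beta after compound addition. %Activity was normalised to no-cell wells (complete cell-killing) and DMSO (no toxicity), and curves were fitted and classified.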
ATXN2 expr inh – ATXN2 expression inhibition | actives 0.72% (n = 360,000) | Potency, µM (titrated, usually from 57 µM), without a hit: at the top dose activity change, negative = inhibition, usual class: inhibitors | AID 1745845 | HEK-293 ATXN2-luciferase reporter, luminescence, 24 h; also: potency is read from the fitted curve at half-maximal effect; % is scaled to controls: 0 for no effect and ±100 for the full control effect; nearly all actives have a fitted effect of over 55% in size
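qHTS (up to 57 uM final) was run with 24 h compound exposure of reporter cells at 37 °C. Each well was multiplexed: SteadyGlo luminescence measured ATXN2-luciferase expression after a fluorogenic Gly-Phe-AFC viability readout (25 uM final).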
S2 tox – reduces viability in counter-screen for ATXN expression inhibitors; S2 cells (HEK-293 line with an ATXN2-luciferase reporter) viability, CellTiter-Fluor protease fluorescence, 24 h; Potency, µM (series often up to 56.7 µM), usual class: cytotoxic; actives 0.49% (n = 400,000); AID 651635; also: potency is read from the fitted curve at half-maximal effect; nearly all actives have a fitted effect of over 40% in size
MCF10A rerep – induces DNA re-replication in MCF 10a normal breast cells; AID 624296; MCF 10A DNA re-replication, Hoechst nuclear intensity, 48 h; actives 2.9% (n = 350,000); Potency, µM (top dose mostly 46.1 µM), without a hit: at the highest dose activity, positive = re-replication, hits mostly activators; also: potency is read from the fitted curve at half-maximal effect; % of control where 0% means no effect; nearly all actives have a fitted effect of over 50% in size
Nrf2 ARE act – Nrf2 pathway activation; actives 0.31% (n = 410,000); AID 624171; Potency, µM (doses to about 46.1 µM), inactives show at the highest dose activation, most hits filed as activators; AREc32 ARE-luciferase reporter (MCF7-derived line), luminescence, 24 h; also: potency is read from the fitted curve at half-maximal effect; % of control where 0% means no effect; nearly all actives have a fitted effect of over 65% in size
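Cells of the AREc32 ARE-luciferase line are plated in OPTI-MEM containing 5% FBS and left overnight at 37 deg C. Compounds are pinned in, incubation continues 24 hr, and firefly luciferase signal is then measured.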
IL1B secr inh – blocks inflammasome-driven IL-1 beta release. THP-1 LPS/ATP IL-1B secretion, AlphaLISA, 16 h; active compounds read low. activity change, % at 57.5 µM. actives 4.7% (n = 360,000); in the data active = activity change below about -50%; inconclusive = mostly about -30% to -49%; also: % is scaled to controls: 0 for no effect and ±100 for the full control effect
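Secreted IL-1B measured by AlphaLISA bead assay after 16 h compound exposure of THP-1 cells; compounds (final up to 57.5 uM) added 1 h before LPS (250 ng/mL) and ATP (1.25 mM) stimulation; lower signal means less secretion.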
TGFb inhibitor – TGF-b pathway inhibition | AID 588855 | actives 1.2% (n = 410,000) | Potency, µM (top dose mostly 46.1 µM), for the others: at the top dose activity, negative = inhibition, hits mostly inhibitors | HepG2 CAGA-GFP TGF-b/SMAD3 reporter, GFP fluorescence, 18 h; TGF-beta stimulated, 500 pg/mL final; also: potency is read from the fitted curve at half-maximal effect; % is scaled to controls: 0 for no effect and ±100 for the full control effect; nearly all actives have a fitted effect of over 65% in size
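Inhibition was scored as loss of TGF-beta-induced (500 pg/mL final, 18 hours, 37 degrees C) GFP in HEPG2 cells carrying a CAGA-GFP reporter, in DMEM with 1% FBS. Well GFP was summed per cell; Activity was normalised to unstimulated and stimulated DMSO wells, then concentration-response fitting.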
Nrf2 inh – inhibitors of Nrf2 signaling; AID 504444; Potency, µM (titrated, usually from 46 µM), for inactives: at the highest dose activity change, negative = inhibition, usual class: inhibitors; A549 ARE-Fluc reporter, luciferase luminescence, 18-24 h; actives 2.1% (n = 360,000); also: potency is read from the fitted curve at half-maximal effect; % is scaled to controls: 0 for no effect and ±100 for the full control effect; nearly all actives have a fitted effect of over 60% in size
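In this cell-based qHTS, ARE-driven firefly luciferase in A549 cells reports Nrf2 activity; the luminescent signal after BugLite lysis is the measured value, with a prior CellTiter-Fluor read for cell health.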
Active calls of the source: *; i = inactive; u = inconclusive; x = not tested or not shown; [ ] = remark or other dose. Unless noted, calls follow the shape of the dose curve; as a rule, active = well fitted curve in the direction sought with a large enough effect; inconclusive = small, poorly fitted or top-dose-only effect, or another doubt; inactive = no such curve, though single readings can be large; an effect the other way counts as inactive or inconclusive.

#1 COc1ccc(NC(=O)Cn2c(=O)oc3cc(S(=O)(=O)N4CCCC4)ccc32)cc1OC
#2 COc1ccc(/C=C2\N=C(C)OC2=O)cc1OC(C)=O
#3 CS(=O)(=O)c1ccccc1C(=O)N1CCN(S(=O)(=O)c2ccc(C3CCCCC3)cc2)CC1
#4 CC1(c2ccc(Cl)cc2)CC(C)(C)N(C(=O)c2cccc(F)c2)c2ccccc21 (stereo not given)
#5 CCOc1ccccc1N(C)C(=O)Cn1cnc2sc(C)c(S(=O)(=O)N3CCC(C)CC3)c2c1=O
#6 CC1Cc2ccccc2N1C(=O)CSc1nnc2n1C(C)(C)Cc1ccccc1-2 (stereo not given)
#7 NC(=S)N/N=C/c1ccc(-c2cc(Cl)cc(Cl)c2)o1
#8 O=C(C[C@@H]1C/C=C\C[C@H](NC(=O)OCC2c3ccccc3-c3ccccc32)C(=O)OC[C@@H]2CCCN2C1=O)N[C@@H](CO)Cc1ccccc1
assay / entry	1	2	3	4	5	6	7	8
A549 viability	3.3%	1.0%	-29.7%	5.6%	2.5%	-0.6%	-12.5%	12.4%
HepG2 viability	-7.7%	-33.3%	-42.8%	-22.3%	-16.7%	-22.4%	-27.7%	-10.6%
ATXN2 expr inh	x	15.0%	-18.4%	x	-13.2%	-17.5%	-7.6%	-8.9%
S2 tox	x	i	u	x	i	i	u	i
MCF10A rerep	x	13.7%	u	x	x	u	13µM*	11.9%
Nrf2 ARE act	-0.2%	-0.5%	-0.8%	4.0%	0.4%	-0.2%	3.5%	0.2%
IL1B secr inh	x	2.3	u	x	x	0.0	-18.0	15.1
TGFb inhibitor	x	-1.8%	u	u	3.1%	0.3%	u	-7.1%
Nrf2 inh	-22.7%	4.7%	u	u	-1.1%[9.27 µM]	u	u	8.5%

#9 CC1CCCN(C(=S)Nc2ccc(S(=O)(=O)N3CCCCC3)cc2)C1 (stereo not given)
#10 O=C(NCC1CC1)c1ccc2c3n(nc2c1)-c1ccc(Cl)cc1CO3
#11 O=C(OCc1cn([C@H]2CN(C(=O)C3CCCCC3)[C@@H](c3ccccc3)C[C@@H]2O)nn1)c1ccccc1
#12 CCN(CCCNC(=O)C1CCN(S(=O)(=O)c2c(C)[nH]c(=O)[nH]c2=O)CC1)c1cccc(C)c1
#13 O=C(CSc1n[nH]c(-c2ccncc2)n1)Nc1ccc(F)cc1
#14 CC(C)=CCN1CCC(n2nccc2NC(=O)c2ccccc2Cl)CC1
#15 CCc1c(C)nc2ncnn2c1NC1CCCc2ccccc21 (stereo not given)
#16 COc1ccc(NC(=O)[C@H](C)NC(=O)[C@@H]2Cc3ccccc3CN2C(=O)OC(C)(C)C)cc1
assay / entry	9	10	11	12	13	14	15	16
A549 viability	-2.3%	-0.7%	x	6.4%	-0.9%	10.1%	-1.0%	-6.8%
HepG2 viability	-2.4%	-28.1%	-4.9%	12.3%	7.8%	-3.4%	6.7%	-21.6%
ATXN2 expr inh	15.9%	-20.1%	2.0%	1.5%	1.5%	-12.5%	-2.7%	x
S2 tox	i	u	i	i	i	i	i	i
MCF10A rerep	u	2.1%	x	1.6%	0.3%	1.2%	10.1%	0.1%
Nrf2 ARE act	0.2%	5.5%	0.7%	0.1%	-0.4%	0.5%	-0.7%	-0.5%
IL1B secr inh	35.2	-15.8	32.5	25.9	53.8	u	-12.3	9.4
TGFb inhibitor	-0.4%	u	8.1%	6.2%	u	1.4%	-2.4%	-9.6%
Nrf2 inh	-2.4%	5.7%	x	x	-16.4%	11.8%	u	-3.8%

#17 CN(CCOc1ccccc1Cl)Cc1ccccc1
#18 COc1ccc(S(=O)(=O)CCc2nc3ccccc3s2)cc1
#19 CCOC(=O)c1ccc2[nH]cc(C(C)=O)c(=O)c2c1
#20 CN(C)[C@H]1N(C(=O)c2ccc(Br)cc2)N=C2c3ccccc3S(=O)(=O)N21
#21 CNC(=O)c1sc(Nc2ccc(OCc3ccccc3)cc2)nc1C
#22 C=C(C)C1CC=C(C)/C(=N\NC(=O)CNc2cccc3ccccc23)C1 (stereo not given)
#23 NC(=O)COc1ccccc1C(=O)NC12CC3CC(CC(C3)C1)C2
#24 Cn1cc(CCC(=O)NCc2cccc(Cl)c2)c2ccccc21
assay / entry	17	18	19	20	21	22	23	24
A549 viability	-2.1%	-9.7%	2.1%	-11.0%	-1.6%	u	-0.9%	13.8%
HepG2 viability	-8.2%	-7.3%	-5.9%	18.2%	-3.7%	-14.5%	-1.4%	-10.6%
ATXN2 expr inh	3.4%	9.3%	2.3%	-8.2%	-6.3%	x	-19.1%	4.5%
S2 tox	i	i	i	i	i	i	i	i
MCF10A rerep	u	-2.7%	2.5%	2.5%	12.7%	0.7%	1.6%	u
Nrf2 ARE act	2.7%	-0.8%	-0.3%	-0.1%	3.9%	0.0%	-2.1%	-0.6%
IL1B secr inh	-19.5	-2.1	-7.0	-19.8	97.0	-2.9	12.6	-22.1
TGFb inhibitor	6.0%	-25.7%	-17.7%	-4.5%	u	-11.5%	2.7%	-12.8%
Nrf2 inh	25.1%	8.9%	-8.2%	5.5%	20.6µM*	27.0%	1.1%	12.9%

#25 COc1ccccc1NC(=O)Nc1ccccc1C(N)=O
#26 CCc1ccccc1NC(=O)C1=CN2CCS(=O)(=O)N=C2C=C1
#27 O=C(CN1C(=O)c2ccccc2C1=O)c1ccccc1
#28 CCN(C(=O)CSc1nc2ccccc2nc1Cc1ccccc1OC)c1ccccc1
#29 COc1cc(S(=O)(=O)N2CCOCC2)ccc1NC(=O)CSc1n[nH]c(=O)[nH]c1=O
#30 COc1ccc(NC(=O)Cn2nnc(C(N)=O)c2N)c(OC)c1
#31 CCOC(=O)c1[nH]c2ccc(Br)cc2c1NC(=O)CCN1CCCC(C)(C)C1
#32 Cc1ccc(N=c2ssnc2Cl)cc1
assay / entry	25	26	27	28	29	30	31	32
A549 viability	-0.6%	0.0%	-1.3%	-0.1%	5.7%	3.2%	u	8.0%
HepG2 viability	19.8%	-1.2%	-18.4%	-4.1%	-22.3%	-0.4%	-18.6%	-43.6%
ATXN2 expr inh	x	0.7%	6.8%	24.3%	-8.7%	2.4%	-16.5%	-16.3%
S2 tox	u	i	i	i	i	i	i	i
MCF10A rerep	-0.9%	-0.1%	-11.5%	x	-7.3%	-1.4%	u	u
Nrf2 ARE act	0.1%	0.0%	2.8%	3.9%	-0.1%	-0.9%	11.0%	8.0%
IL1B secr inh	7.5	9.0	-5.4	x	-16.2	-1.6	-11.3	-16.8
TGFb inhibitor	17.1%	7.4%	u	-24.3%	1.8%	-9.1%	u	u
Nrf2 inh	2.2%	15.3%	x	x	-2.8%	-14.6%	-24.6%	u

#33 COc1ccc(S(=O)(=O)N2CCOCC2)cc1NC(=O)CSc1ncccn1
#34 COc1cccc(C(C)NC(=O)Cc2cccs2)c1 (stereo not given)
#35 Cc1ccc(-c2nc3ccsc3c(=O)[nH]2)cc1
#36 COc1ccc(Cl)cc1NC(=O)N(C)CCc1c(C)nn(C)c1C
#37 O=C(COC(=O)Cc1ccc(Cl)cc1Cl)NC1CC1
#38 CCOC(=O)Cn1ccc2cc(S(=O)(=O)N3CCCC3)ccc21
#39 CC(C)C(c1nnnn1C1CCCC1)N1CCN(C(=O)c2ccco2)CC1 (stereo not given)
#40 O=C(NCC1CCCC(CNC(=O)Nc2ccc(Cl)cn2)C1)Nc1ccc(Cl)cn1 (stereo not given)
#41 CCc1ccc(C(=O)/C=C/c2cnn(C)c2C)s1
#42 COC(=O)CCN1CCN(S(=O)(=O)c2ccc3c(c2)OCCO3)CC1
#43 COC(=O)c1ccccc1SCC(=O)Nc1ccc(N2CCOCC2)cc1
assay / entry	33	34	35	36	37	38	39	40	41	42	43
A549 viability	-5.6%	1.1%	9.1%	2.6%	1.4%	x	1.3%	u	-17.0%	-0.3%	2.8%
HepG2 viability	5.6%	10.2%	-2.4%	4.2%	7.6%	5.3%	7.6%	-0.5%	-28.4%	-1.1%	-1.3%
ATXN2 expr inh	-5.7%	1.8%	32.5%[activator]	-3.9%	8.0%	x	-1.8%	u	x	x	42.6%[activator]
S2 tox	i	i	i	i	i	i	i	u	x	i	x
MCF10A rerep	3.6%	10.3%	13.6%	x	-13.1%	x	u	u	-1.2%	1.5%	6.2%
Nrf2 ARE act	0.2%	0.0%	26.0%	5.0%	0.2%	0.0%	-0.7%	8.3%	11.7%	-0.5%	-0.1%
IL1B secr inh	-0.8	-5.7	39.6	x	7.2	32.7	6.5	-82.6*	u	6.5	-24.6
TGFb inhibitor	27.9%	7.6%	11.9%	1.4%	5.3%	-4.7%	2.3%	u	0.0%	-6.8%	6.1%
Nrf2 inh	-2.6%	-19.9%	u	x	7.9%	x	12.7%	u	u	0.6%	u

Another view of some results above:
41) CCc1ccc(C(=O)/C=C/c2cnn(C)c2C)s1
- A549 viability: -17.0%
- HepG2 viability: -28.4%
- ATXN2 expr inh: x
- S2 tox: x
- MCF10A rerep: -1.2%
- Nrf2 ARE act: 11.7%
- IL1B secr inh: u
- TGFb inhibitor: 0.0%
- Nrf2 inh: u

42) COC(=O)CCN1CCN(S(=O)(=O)c2ccc3c(c2)OCCO3)CC1
- A549 viability: -0.3%
- HepG2 viability: -1.1%
- ATXN2 expr inh: x
- S2 tox: i
- MCF10A rerep: 1.5%
- Nrf2 ARE act: -0.5%
- IL1B secr inh: 6.5
- TGFb inhibitor: -6.8%
- Nrf2 inh: 0.6%

43) COC(=O)c1ccccc1SCC(=O)Nc1ccc(N2CCOCC2)cc1
- A549 viability: 2.8%
- HepG2 viability: -1.3%
- ATXN2 expr inh: 42.6%[activator]
- S2 tox: x
- MCF10A rerep: 6.2%
- Nrf2 ARE act: -0.1%
- IL1B secr inh: -24.6
- TGFb inhibitor: 6.1%
- Nrf2 inh: u
